# Compound activity: PubChem BioAssay, The Scripps Research Institute Molecular Screening Center
# PAD4 FP inh: human PAD4 inhibitors, primary screen, biochemical, fluorescence polarization, 1536-well format. Protein-arginine deiminase type-4 (Homo sapiens), Q9UM07. recombinant PAD4, RCA probe fluorescence polarization. inhibition, % at 6.36 µM. 0.41% of 330,000 active. AID 485272, 2010;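 active = percent inhibition above a cutoff equal to the mean of all tested compounds plus 3 SD, cut at about 15% in these data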;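 note: 0% = PAD4 with RCA probe and DMSO and 100% = probe without PAD4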
# Fam108B counter: mouse Fam108B serine hydrolase inhibitors, primary screen, counter-screen for RBBP9 inhibitor project, biochemical, fluorescence polarization; recombinant Fam108B, FP-Rh probe fluorescence polarization; inhibition, % at 9.51 µM; AID 1947, 2009; 0.33% of 300,000 active;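 active = inhibition above the screen mean inhibition plus 3 SD, computed separately per campaign, cut at about 18% in these data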;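 note: inhibitors lower polarization as less probe binds the enzyme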
# PAFAH1B3 inh: PAFAH1B3 enzyme inhibitors, primary screen, biochemical, fluorescence polarization, human | inhibition, % at 3.39 µM | recombinant PAFAH1B3, FP-rhodamine probe | 0.28% of 340,000 active | Platelet-activating factor acetylhydrolase IB subunit alpha1 (Homo sapiens), Q15102;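 active = inhibition above the screen-wide average of all tested compounds plus 3 SD, cut at about 25% in these data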;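 note: 0% = enzyme with DMSO only and 100% = wells lacking PAFAH1B3 protein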
# Target sequence (Q15102 whole entry, looked up): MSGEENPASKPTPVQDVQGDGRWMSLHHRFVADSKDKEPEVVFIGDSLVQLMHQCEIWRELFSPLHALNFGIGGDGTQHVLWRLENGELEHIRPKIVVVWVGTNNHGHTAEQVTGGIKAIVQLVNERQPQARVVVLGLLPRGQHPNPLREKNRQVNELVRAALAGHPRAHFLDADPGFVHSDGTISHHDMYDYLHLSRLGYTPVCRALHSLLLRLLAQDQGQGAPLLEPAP
# PAFAH1B2 FP inh: PAFAH1B2 enzyme inhibitors, primary screen, biochemical, fluorescence polarization, human; Platelet-activating factor acetylhydrolase IB subunit alpha2 (Homo sapiens), P68402; recombinant PAFAH1B2, FP-rhodamine activity probe; inhibition, % at 3.39 µM; 1.2% of 340,000 active; AID 492953, 2010;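 active = inhibition above the mean of all tested compounds plus 3 SD, cut at about 24% in these data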;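 note: 0% = enzyme with DMSO and 100% = wells lacking PAFAH1B2; many of its hits are not listed in these tables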
# Target sequence (P68402 whole entry, looked up): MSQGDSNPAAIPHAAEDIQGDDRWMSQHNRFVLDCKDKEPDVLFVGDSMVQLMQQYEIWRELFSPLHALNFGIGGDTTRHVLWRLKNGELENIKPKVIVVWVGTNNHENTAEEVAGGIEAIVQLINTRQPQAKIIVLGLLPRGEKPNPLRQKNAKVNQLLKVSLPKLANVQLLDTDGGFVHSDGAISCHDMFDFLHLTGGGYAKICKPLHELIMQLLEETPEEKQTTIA
# GSTO1 inh: inhibitors of recombinant GSTO1, primary screen, counter-screen for RBBP9 inhibitor project, biochemical, fluorescence polarization | activity-based probe fluorescence polarization | Glutathione S-transferase omega-1 (Homo sapiens), P78417 | AID 1974, 2009 | 1.1% of 300,000 active | inhibition, % at 5.96 µM;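 active = inhibition above the campaign mean inhibition plus 3 SD, cut at about 35% in these data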;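 note: 0% = GSTO1-1 with DMSO and 100% = wells lacking GSTO1-1 enzyme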
# Target sequence (P78417 whole entry, looked up): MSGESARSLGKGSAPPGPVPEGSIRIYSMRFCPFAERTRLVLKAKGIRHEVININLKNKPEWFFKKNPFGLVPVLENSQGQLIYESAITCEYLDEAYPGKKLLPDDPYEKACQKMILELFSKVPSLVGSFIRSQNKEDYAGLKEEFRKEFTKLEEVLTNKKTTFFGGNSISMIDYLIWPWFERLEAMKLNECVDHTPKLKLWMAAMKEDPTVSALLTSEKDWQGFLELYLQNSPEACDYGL
# pPAFAH FP inh: pPAFAH enzyme inhibitors, primary screen, biochemical, fluorescence polarization, human; inhibition, % at 3.39 µM; 1.5% of 330,000 active; Platelet-activating factor acetylhydrolase (Homo sapiens), Q13093; recombinant pPAFAH, FP-rhodamine probe fluorescence polarization;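 active = inhibition above the mean inhibition across the screen plus 3 SD, cut at about 25% in these data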;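 note: inhibitors block binding of the rhodamine activity-based probe so polarization drops; 0% = enzyme with DMSO and 100% = wells lacking pPAFAH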
# LYPLA1 counter: LYPLA1 inhibitors, primary screen, counter-screen for PME1 inhibitor project, biochemical, fluorescence polarization, FP-Rh probe ABPP; Acyl-protein thioesterase 1 (Homo sapiens), O75608; AID 2174, 2009; 0.16% of 320,000 active; recombinant LYPLA1; inhibition, % at 5.9 µM;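 active = inhibition above the mean of all tested compounds plus 3 SD, set per campaign, cut at about 14% in these data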;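 note: inhibitors block serine hydrolase probe labeling of LYPLA1 so polarization falls; 0% = enzyme with DMSO and 100% = wells lacking LYPLA1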
# Target sequence (O75608 whole entry, looked up): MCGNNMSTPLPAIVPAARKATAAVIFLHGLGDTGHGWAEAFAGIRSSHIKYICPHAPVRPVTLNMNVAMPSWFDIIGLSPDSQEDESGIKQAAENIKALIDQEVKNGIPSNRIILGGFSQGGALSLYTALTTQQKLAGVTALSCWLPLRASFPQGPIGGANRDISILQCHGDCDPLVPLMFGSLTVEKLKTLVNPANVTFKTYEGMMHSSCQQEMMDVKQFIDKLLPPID
# PME-1 primary: PME-1 inhibitors via competitive probe labeling, primary screen, biochemical, fluorescence polarization, FP-Rh probe, HTS; Protein phosphatase methylesterase 1 (Homo sapiens), Q9Y570; recombinant PME-1; inhibition, % at 5.9 µM; 0.53% of 320,000 active; AID 2130, 2009;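 active = inhibition above the campaign mean of all compounds plus 3 SD, cut at about 26% in these data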;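 note: competitive labeling of PME-1 active site by serine hydrolase directed probe; 0% = PME-1 with DMSO and 100% = wells lacking PME-1 enzyme; inhibitors block probe labeling so polarization falls and inhibition rises; many of its hits are not listed in these tables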
# PAFAH2 inh: PAFAH2 enzyme inhibitors, primary screen, biochemical, fluorescence polarization, human. Platelet-activating factor acetylhydrolase 2, cytoplasmic (Homo sapiens), Q99487. recombinant PAFAH2, FP-rhodamine activity probe. inhibition, % at 3.39 µM. 0.99% of 340,000 active. AID 492956, 2010;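 active = inhibition above the mean over all tested compounds plus 3 SD, cut at about 30% in these data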;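 note: inhibitors block probe labeling of enzyme so polarization drops; 0% = enzyme with DMSO and 100% = wells lacking PAFAH2 protein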
# Numbers without * were called inactive; . = no result given. An excerpt; the hit share may differ from the screen's.
compound	PAD4 FP inh	Fam108B counter	PAFAH1B3 inh	PAFAH1B2 FP inh	GSTO1 inh	pPAFAH FP inh	LYPLA1 counter	PME-1 primary	PAFAH2 inh
O=C(Cn1nc(-c2cccc(Cl)c2)ccc1=O)Nc1cccnc1	2	-1	-4	-1	0	2	0	4	0
COC(=O)CNC(=O)C1CCN(S(=O)(=O)c2cnc[nH]2)CC1	1	2	-1	2	0	1	-4	3	4
CSc1ccc(NC(=O)CC(C)=O)cc1	-4	2	6	1	3	6	7	4	5
Cc1cc(NC(=O)CSc2c3c(nc4ccccc24)CCC3)no1	8	0	2	0	-7	6	2	1	6
CCCC(=O)Nc1ccc(C(=O)COC(=O)c2cc(C)oc2C)cc1	-2	.	-2	4	.	2	1	2	1
CNC(=O)c1ccccc1NC(=O)C1CC(=O)N(C(C)C)C1 (stereo not drawn)	4	1	14	-2	8	2	1	-4	-6
CN(C)C(=O)c1cc([N+](=O)[O-])ccc1O	-4	0	6	5	4	2	0	-5	7
COc1ccc(N=C2SC(C(N)=O)CC(=O)N2Cc2ccc3c(c2)OCO3)cc1 (stereo not drawn)	3	0	7	-2	7	-2	-3	-4	-4
Cc1ncoc1C(=O)N1CCCC(N2CCN(c3cccc(C(F)(F)F)c3)CC2)C1 (stereo not drawn)	3	-2	-1	-2	2	4	4	2	-4
Cc1cc(C)n2c(SCC(=O)N(CC(C)C)c3c(N)n(CC(C)C)c(=O)[nH]c3=O)nnc2n1	-4	0	0	1	-2	6	-1	-5	22
CC1CCN(c2nc3ccc(C(=O)NCCCN4CCCCC4)cc3s2)CC1	1	-3	-3	2	-3	-5	-2	-5	7
Cc1cc(NS(=O)(=O)c2ccc(NC(=O)CSc3nc4ncccc4[nH]3)cc2)nc(C)n1	3	1	12	0	34	2	-5	-1	2
COc1ccc(OCCC(=O)OCC(=O)Nc2cccc(Br)c2)cc1	-2	-3	-3	4	1	17	-4	6	1
O=C(COC(=O)Cc1ccc(Br)cc1)NC12CC3CC(CC(C3)C1)C2	7	1	14	38*	5	26*	4	4	4
CS(=O)(=O)NCCCCCCNS(C)(=O)=O	0	-6	1	3	4	6	1	1	9
CN(Cc1ccco1)C(=O)CCc1nc2sc3c(c2c(=O)[nH]1)CCCC3	-7	-4	-1	2	-4	8	-1	-4	6
CCNc1ccc(Br)cc(C(=O)/C=C/c2ccc3c(c2)OCO3)c1=O	6	9	9	4	53*	48*	2	7	36*
O=C(O)c1occc1CSc1ccccc1	3	1	-4	6	-2	3	2	-6	5
CCCC(=O)OCC(=O)Nc1ccccc1C#N	-4	-2	1	1	1	1	2	-5	12
Cn1c(=O)c2c(nc(SCc3ccc(F)cc3)n2C)n(C)c1=O	-4	0	5	8	0	2	0	-1	0
Cc1ccc(N2C(=O)C3C(C2=O)N2CCCN2C3c2ccccc2)cc1C (stereo not drawn)	1	2	-3	3	-4	4	-1	-1	4
Nc1nonc1-n1nnc(C(=O)N/N=C/c2ccc(Br)cc2)c1CSC1=NCCS1	10	-29	2	1	-9	-1	-30	-46	-21
Cc1cccc(-n2nc(CC#N)c(C#N)c2N)c1	-5	-2	10	3	3	4	-3	5	10
CN(CC(=O)N1CC=C(c2ccccc2)CC1)S(=O)(=O)c1cnc[nH]1	9	-5	-3	3	4	-3	-3	-8	3
O=C(/C=C/c1cc(Br)ccc1O)c1ccco1	-9	-2	4	7	-4	5	-4	-3	0
CCOC(=O)c1c(N)sc(C(N)=O)c1C	-6	-3	-5	2	1	0	-2	0	-3
O=C(c1cc(COc2ccc(-n3cncn3)cc2)on1)N1CCCC1	-2	-2	6	5	-4	1	-2	1	8
Cn1cccc1-c1cc(C(=O)N2CCc3c([nH]c4ccccc34)C2c2ccccn2)[nH]n1 (stereo not drawn)	-10	3	3	4	6	5	0	8	2
CCOc1cc(/C=C/c2ccc3cccc([N+](=O)[O-])c3n2)cc(Cl)c1O	-4	16	21	4	5	17	-4	27*	10
O=C(Nc1cccc(-c2nc3cc(Cl)ccc3o2)c1)C1CCCO1 (stereo not drawn)	1	-1	7	0	3	-1	-6	-6	0

compound	PAD4 FP inh	Fam108B counter	PAFAH1B3 inh	PAFAH1B2 FP inh	GSTO1 inh	pPAFAH FP inh	LYPLA1 counter	PME-1 primary	PAFAH2 inh
O=c1[nH]nc(-c2ccc(NCCCO)c([N+](=O)[O-])c2)c2ccccc12	-2	-1	7	7	-6	8	0	6	-4
CCN1/C(=C\c2ccc3ccccc3[n+]2CC)Sc2cc(C)ccc21	-42	-3	1	-2	4	36*	1	-10	-3
COc1ccc(CC(=O)Nc2ccc(S(=O)(=O)Nc3nccc(C)n3)cc2)cc1	9	1	0	-3	5	5	-2	-4	-5
COc1ccc(-c2cc(C(=O)Nc3ccc(OC)c(OC)c3)no2)cc1	1	0	4	6	-1	2	4	7	-3
COC(=O)CN(c1ccc(OC)cc1OC)S(=O)(=O)c1ccccc1[N+](=O)[O-]	-4	0	13	6	-1	3	0	1	3
Cc1cc(C)cc(N(CC(=O)Nc2ccc(C)cc2Cl)S(=O)(=O)c2c(C)[nH]c(=O)[nH]c2=O)c1	0	-1	-7	3	-4	4	0	11	2
CC(C)(C)c1ccc(-c2n[nH]c(=S)n2Cc2ccccc2)cc1	2	-4	2	14	-10	7	1	4	4
COc1ccc(C2CC(=O)c3ccccc3O2)cc1 (stereo not drawn)	1	2	4	0	1	2	-3	1	0
COc1ccccc1CCC(=O)Nc1nc2ccccc2[nH]1	6	2	6	1	4	-1	-3	-2	-8
COC(=O)C1=C(COc2ccc(C=O)cc2OC)NC(=O)NC1c1cc(C)ccc1C (stereo not drawn)	-2	2	0	0	-10	-2	1	4	7
CN=C1SC(CC(=O)Nc2ccccc2F)C(=O)N1C (stereo not drawn)	7	-1	1	-1	3	5	-1	-5	1
COc1ccc2cc(CCNC(=O)c3ccc4c(c3)OCO4)c(=O)[nH]c2c1	-3	-2	-4	3	5	-1	3	3	7
COc1ccc(CN2C(=NC(=O)C3CCCO3)SC3CS(=O)(=O)CC32)cc1 (stereo not drawn)	2	-2	15	3	-41	-1	0	-8	-3
CCCc1[nH]c(=O)c(C#N)c2c1COC(C)(C)C2	-3	7	8	9	-6	1	1	2	0
COc1cc(NC(=O)Cn2cnc(S(=O)(=O)N3CCc4ccccc43)c2)cc(OC)c1OC	4	5	3	4	6	1	5	2	6
COc1ccc(CNS(=O)(=O)c2ccc(-n3cccn3)cc2)cc1	3	1	-2	1	-5	-1	2	1	-1
Cc1ccc(-n2nnnc2SCC(=O)N2c3ccccc3NC(=O)C2(C)C)cc1	-3	0	3	4	-1	4	-3	6	0
COc1cc(CNc2ccc(NC(C)=O)cc2)ccc1OCc1ccccc1C	3	3	-5	2	13	16	0	3	1
CCCC/C(C)=N/NC(=O)c1cn(-c2ccccc2)nc1-c1ccccc1	-1	-3	-6	1	3	-5	-10	-15	-1
CC/C(=C(\c1ccc(O)cc1)c1ccc(OCCN(C)C)cc1)c1ccccc1	0	5	6	6	-1	6	-2	-2	18
Cc1cccc(-n2ncc3c2CCCC3NC(=O)c2ccc[n+]([O-])c2)c1C (stereo not drawn)	5	-2	8	3	2	1	2	2	-2
Cc1ccccc1CN1CCN(CC(=O)NCc2ccccc2)CC1	1	0	3	-1	2	2	0	1	-2
CN1CCN(C(=O)c2ccc(-c3ccccc3)cc2)CC1	3	1	13	4	0	7	5	2	3
Cn1c(SCc2nc3ccccc3[nH]2)nnc1-c1cccnc1	-4	0	-1	1	-6	10	7	3	-5
CCOc1ccc(NC(=O)c2ccc(NC(=S)NC3CCCCC3)cc2)cc1	-5	-13	-11	-9	-5	-1	-9	-21	-7
CC(C)COc1ccc(-c2nnc(-c3ccco3)o2)cc1	-3	3	7	1	2	1	-2	-15	-3
COc1cccc(-n2c(N)c(C(=O)Nc3c(C)n(C)n(-c4ccccc4)c3=O)c3nc4ccccc4nc32)c1	-3	0	4	-4	7	4	1	-4	8
C#CCOc1ccc(Br)cc1C(c1c(C)[nH][nH]c1=O)c1c(C)[nH][nH]c1=O	-1	1	3	4	12	-4	-2	-16	6
O=C(COc1ccc(Cl)cc1)N/N=C/CCc1ccccc1	-6	-1	-6	3	8	5	0	3	1
Nc1c(C(=O)O)nnn1Cc1ccccc1	1	-2	4	6	5	4	2	2	3

compound	PAD4 FP inh	Fam108B counter	PAFAH1B3 inh	PAFAH1B2 FP inh	GSTO1 inh	pPAFAH FP inh	LYPLA1 counter	PME-1 primary	PAFAH2 inh
O=C(NCc1ccccc1)C1=C[C@@H](c2csc3ccccc23)C[C@@H](OCc2ccc(CO)cc2)O1	2	-8	-4	3	-4	7	-14	-13	1
O=C(NC1CCN(Cc2ccccc2)CC1)C(NS(=O)(=O)c1cccc2nsnc12)c1ccccc1 (stereo not drawn)	-3	0	-8	5	-5	-1	1	2	-2
COc1cccc(C(=O)Nc2nnc(C3CCCO3)s2)c1 (stereo not drawn)	-5	2	-3	5	-9	0	-3	0	5
CN1CCN(Cc2c(O)ccc3c(-c4ccccc4)cc(=O)oc23)CC1	2	5	-3	7	1	4	5	5	-2
Cc1ccc(C(=O)N/N=C\c2ccc(OC(=O)c3cccs3)cc2)cn1	9	-3	-8	0	4	3	-1	-3	-4
Cc1nc([N+](=O)[O-])cn1CC(=O)c1ccc(Cl)cc1	2	4	2	1	-6	6	0	0	5
O=C(O)CC1S/C(=N/N=C/C=C/c2ccccc2[N+](=O)[O-])NC1=O (stereo not drawn)	0	1	0	5	-2	-4	-2	0	-2
Nn1c(Cc2cccc3ccccc23)nnc1SCCOc1ccc(F)cc1	-5	-1	4	-1	1	1	-6	5	-9
CCOc1ccc(N(CC(=O)NCc2ccc(Cl)cc2)S(=O)(=O)c2ccccc2)cc1	-1	-1	-7	6	-8	5	-2	8	-1
O=C(Nc1cccc(S(=O)(=O)N2CCCC2)c1)c1cccnc1	-1	-2	1	4	-4	6	0	1	5
CN(Cc1ccc(F)cc1)Cc1nc(CCc2ccccc2)no1	-2	-1	5	1	8	-1	-3	1	-7
CCn1c(NC(=O)c2ccc(COc3ccc(C)cc3[N+](=O)[O-])o2)nc2ccccc21	0	1	9	4	8	0	0	-4	-2
CCc1ccc2c(c1)C(C)=CC(C)(C)N2	-4	4	1	-3	-1	-1	1	2	0
CCNC(=S)N(CCc1cccc(C)c1)Cc1cc2cc(OC)c(OC)cc2[nH]c1=O	-4	2	5	0	9	0	-2	5	9
